Assay outcomes as filed in PubChem.
SW480 rereplic: DNA re-replication induction in SW480 cells | SW480 DNA re-replication, Hoechst DNA content imaging, 48 h | 340,000 tested, 1.8% active | Potency, µM (titrated, usually from 46.1 µM), inactives show at the highest dose re-replication activation, hits mostly activators; note: potency is the fitted concentration of half-maximal effect; % of control where 0% means no effect; nearly all actives have a fitted effect of over 55% in size
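Readout is total intensity of Hoechst-stained nuclei, excited at 405 nm and collected at 500-530 nm. Compound treatment lasted 48 hr at 37 C in 5% CO2 before staining.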
HepG2 viability: HepG2 cytotoxicity, counter-screen for TGF-b inhibitors. HepG2 CAGA-GFP viability, ATP luminescence, 18 h. Potency, µM (titrated, usually from 46.1 µM), without a hit: at the highest dose activity change, negative = cytotoxicity, hits mostly cytotoxic. 410,000 tested, 0.76% active. AID 588856; note: potency is the fitted concentration of half-maximal effect; some results filed as inactive show a strong effect at the top dose
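HepG2 CAGA-GFP cells (1000/well, DMEM with 1% FBS) received compound, then TGF-beta at 500 pg/mL final, and were incubated 18 hours at 37 degrees C. Viability was read by CellTiter-Glo luminescence. Media-only wells were set as complete cell-killing and DMSO as no toxicity.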
HT1080NT lethal: kills 2HG-producing HT-1080-NT fibrosarcoma cells | HT-1080-NT fibrosarcoma viability, CellTiter-Glo ATP luminescence, 48 h | Potency, µM (series often up to 46.1 µM), for the others: top-dose activity, negative = less viability, most hits filed as cytotoxic | 360,000 tested, 1.6% active | AID 686970;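 note: NT is the 2HG producing partner of a matched IDH1 knockdown line; potency is the fitted concentration of half-maximal effect; 0% = DMSO-treated cells and -100% = media-only wells without cells; nearly all actives have a fitted effect of over 55% in size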
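Viability by CellTiter-Glo luminescence after 48 h compound exposure at 37C of HT-1080-NT cells (750/well, RPMI, 5% FBS). % activity scaled between DMSO wells and medium-only wells, then curve-fitted and categorized by curve class.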
MCF10A rereplic: induces DNA re-replication in MCF 10a normal breast cells; MCF 10A DNA re-replication, Hoechst nuclear intensity, 48 h; AID 624296; Potency, µM (doses to about 46.1 µM), for the others: top-dose activity, positive = re-replication, hits mostly activators; 350,000 tested, 2.9% active; note: potency is the fitted concentration of half-maximal effect; % of control where 0% means no effect; nearly all actives have a fitted effect of over 50% in size
HT1080 IDH1KD tx: kills HT-1080 cells with IDH1 knockdown; 360,000 tested, 2% active; Potency, µM (top dose mostly 46.1 µM), for inactives: at the top dose activity, negative = toxicity, usual class: cytotoxic; HT-1080 IDH1 knockdown viability, ATP luminescence, 48 h;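 note: potency is the fitted concentration of half-maximal effect; 0% = DMSO wells and -100% = cell-free medium wells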
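After a 2 h attachment period, IDH1KD HT-1080 cells took pin-transferred compound for 48 h at 37 °C; ATP-based luminescence after 10 min room-temperature reagent incubation reported viability.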
IL-1B inflam inh: blocks inflammasome-driven IL-1 beta release | THP-1 LPS/ATP IL-1B secretion, AlphaLISA, 16 h; hits give low values | activity change, % at 57.5 µM | 360,000 tested, 4.7% active | AID 743279; in the data active = activity change below about -50%; inconclusive = mostly about -30% to -49%; note: % is set by controls: 0 for no effect and ±100 for the full control effect
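THP-1 cells pretreated 1 hr with compounds (up to 57.5 uM final), then stimulated with LPS (250 ng/mL final) plus ATP (1.25 mM final); secreted IL-1B measured by AlphaLISA after 16 hr, decreased signal indicating inhibition.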
S2 tox: cell viability loss in ATXN counter-screen | 400,000 tested, 0.49% active | Potency, µM (series often up to 56.7 µM), most hits filed as cytotoxic | S2 cells (HEK-293 line with an ATXN2-luciferase reporter) viability, CellTiter-Fluor protease fluorescence, 24 h; note: potency is the fitted concentration of half-maximal effect; nearly all actives have a fitted effect of over 40% in size
KB-3-1 tox: KB-3-1 parental cell cytotoxicity; AID 1347075; 400,000 tested, 1.4% active; KB-3-1 viability, CellTiter-Glo ATP luminescence, 72 h; Potency, µM (titrated, usually from 46.1 µM), for inactives: top-dose activity change, negative = cytotoxic, hits mostly cytotoxic; note: potency is the fitted concentration of half-maximal effect; % is set by controls: 0 for no effect and ±100 for the full control effect; nearly all actives have a fitted effect of over 60% in size
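KB-3-1 parental drug-naive adenocarcinoma cells in DMEM/10% FBS, incubated 72 h at 37 C with pin-transferred compounds across a concentration series. Viability by CellTiter-Glo luminescence; concentration-response curves fitted after normalization.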
ATXN2 expr inh: ATXN2 expression inhibition. HEK-293 ATXN2-luciferase reporter, luminescence, 24 h. Potency, µM (series often up to 57 µM), without a hit: at the top dose activity change, negative = inhibition, usual class: inhibitors. 360,000 tested, 0.72% active. AID 1745845; note: potency is the fitted concentration of half-maximal effect; % is set by controls: 0 for no effect and ±100 for the full control effect; nearly all actives have a fitted effect of over 55% in size
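ATXN2-luciferase reporter cells (luciferase flanked by upstream and downstream ATXN2 gene portions) were treated 24 h at 37 °C with compounds at up to 57 uM. SteadyGlo luminescence gave expression; GF-AFC fluorescence gave viability.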
The depositor's hits bear a star; [ ] = remark or other dose. Unless noted, calls come from the whole dose curve; as a rule, active = well fitted curve in the direction sought with a large enough effect; inconclusive = small, poorly fitted or top-dose-only effect, or another doubt; inactive = no such curve, though single readings can be large; an effect the other way counts as inactive or inconclusive.

For Clc1ccc(C2=NNC(=NCc3ccc4c(c3)OCO4)SC2)cc1 the results were SW480 rereplic inconclusive, HepG2 viability -33%, HT1080NT lethal -2%, MCF10A rereplic inconclusive, HT1080 IDH1KD tx 10%, IL-1B inflam inh inconclusive, S2 tox inconclusive, KB-3-1 tox inconclusive and ATXN2 expr inh 3%.
For COCCn1c(SCC(=O)NCc2ccccc2)nc2ccccc21 the results were SW480 rereplic -4%, HepG2 viability 3%, HT1080NT lethal -4%, MCF10A rereplic 0%, HT1080 IDH1KD tx -2%, IL-1B inflam inh 10, S2 tox inactive, KB-3-1 tox -12% and ATXN2 expr inh -9%.
`COc1ccc(OCCn2c(N)nc3ccccc32)cc1` gave SW480 rereplic -2%, HepG2 viability -3%, HT1080NT lethal -21%, MCF10A rereplic inconclusive, HT1080 IDH1KD tx -20%, IL-1B inflam inh -21, S2 tox inactive, KB-3-1 tox -5% and ATXN2 expr inh -20%.
Screening COc1cc(C2N(c3cccc(Cl)c3)C(=O)C3CCCN32)cc(OC)c1OC (stereo unspecified) returned SW480 rereplic 16%, HepG2 viability -16%, HT1080NT lethal 0%, MCF10A rereplic 0%, HT1080 IDH1KD tx 4%, IL-1B inflam inh 10, S2 tox inactive, KB-3-1 tox 5% and ATXN2 expr inh 1%.
For Cc1cc(C(F)F)n2ncc(C(=O)NC3CCCCCC3)c2n1 the results were SW480 rereplic 1%, HepG2 viability 1%, HT1080NT lethal -2%, MCF10A rereplic 8%, HT1080 IDH1KD tx -1%, IL-1B inflam inh inconclusive, S2 tox inactive, KB-3-1 tox 7% and ATXN2 expr inh 1%.
For COc1cccc(CN2CCNC(=O)C2CC(=O)NCCc2ccccn2)c1 (stereo unspecified) the results were SW480 rereplic -11%, HepG2 viability -9%, HT1080NT lethal 16%, MCF10A rereplic 18%, HT1080 IDH1KD tx 13%, IL-1B inflam inh -8, S2 tox inactive, KB-3-1 tox inconclusive and ATXN2 expr inh 7%.
`CCn1cc(C(=O)N2CCN(c3cc(Cl)ccc3C)CC2)c(=O)c2cc(S(=O)(=O)N3CCOCC3)ccc21` gave HepG2 viability -42%, S2 tox inactive, KB-3-1 tox inconclusive and ATXN2 expr inh -37%.
Screening C[C@H](O)[C@@H]1CN2CCc3c([nH]c4ccccc34)[C@@H]2C[C@@H]1N(C)C(=O)Nc1cccc2ccccc12 returned HepG2 viability -15%, HT1080NT lethal -27%, HT1080 IDH1KD tx -22%, IL-1B inflam inh -21, S2 tox inactive, KB-3-1 tox 0% and ATXN2 expr inh -18%.
For Cc1cccnc1NC(=O)c1ccc(NS(=O)(=O)c2ccc3[nH]c(=O)[nH]c3c2)cc1 the results were SW480 rereplic -1%, HepG2 viability -1%, HT1080NT lethal 8%, MCF10A rereplic -1%, HT1080 IDH1KD tx 2%, IL-1B inflam inh -9, S2 tox inactive, KB-3-1 tox 1% and ATXN2 expr inh -5%.
For O=C(NCc1ccncc1)C1COc2ccccc2O1 (stereo unspecified) the results were SW480 rereplic -6%[9.22 µM], HepG2 viability -1%, HT1080NT lethal -2%, MCF10A rereplic -13%, HT1080 IDH1KD tx 4%, IL-1B inflam inh 3, S2 tox inactive, KB-3-1 tox -5% and ATXN2 expr inh 2%.
CCOC(=O)N1CCC(=NNC(=O)COc2ccc(C#N)cc2)CC1 was read as SW480 rereplic -1%, HepG2 viability -20%, HT1080NT lethal 21%, MCF10A rereplic 2%, HT1080 IDH1KD tx 7%, IL-1B inflam inh 25, S2 tox inactive, KB-3-1 tox inconclusive and ATXN2 expr inh -12%.
O=c1cc(NCC2CCCO2)[nH]c(=O)n1-c1ccc(Cl)cc1 (stereo unspecified) was read as SW480 rereplic 2%, HepG2 viability -18%, HT1080NT lethal -1%, MCF10A rereplic -3%, HT1080 IDH1KD tx 0%, IL-1B inflam inh 5, S2 tox inactive, KB-3-1 tox 0% and ATXN2 expr inh -28%.
`CC(=O)C1(C)N(O)C(C)(C)C(c2cccs2)=[N+]1[O-]` (stereo unspecified) gave SW480 rereplic 0%, HepG2 viability -3%, HT1080NT lethal 4%, MCF10A rereplic inconclusive, HT1080 IDH1KD tx -3%, IL-1B inflam inh 13, S2 tox inactive, KB-3-1 tox 5% and ATXN2 expr inh 18%.
CCCN(CCC)C(=O)C1CCN(c2cc(C)nc3c(-c4ccc(OC)c(OC)c4)c(C)nn23)CC1 was read as SW480 rereplic -17%, HepG2 viability -28%, HT1080NT lethal -3%, MCF10A rereplic 8%, HT1080 IDH1KD tx 1%, IL-1B inflam inh -15, S2 tox inactive, KB-3-1 tox -14% and ATXN2 expr inh -6%.
For Cc1cc(C)cc(N(C(=O)CNC(=O)c2cccs2)C(C(=O)NC2CCCC2)c2cccnc2)c1 (stereo unspecified) the results were SW480 rereplic 0%, HepG2 viability 6%, HT1080NT lethal 2%, MCF10A rereplic 21µM*, HT1080 IDH1KD tx -6%, IL-1B inflam inh 12, S2 tox inactive, KB-3-1 tox 8% and ATXN2 expr inh -1%.
For CCOC(=O)C1(C)CCCCCN1C(=O)c1ccc(C(F)(F)F)nc1C (stereo unspecified) the results were HepG2 viability 8%, HT1080NT lethal -6%, HT1080 IDH1KD tx 5%, IL-1B inflam inh -4, S2 tox inactive, KB-3-1 tox 0% and ATXN2 expr inh -2%.
For CS(=O)(=O)N(CC(=O)Nc1ccccc1Sc1ccccc1)c1ccc(F)cc1 the results were SW480 rereplic inconclusive, HepG2 viability -16%, HT1080NT lethal inconclusive, MCF10A rereplic 16%, HT1080 IDH1KD tx inconclusive, IL-1B inflam inh inconclusive, S2 tox inactive, KB-3-1 tox inconclusive and ATXN2 expr inh -10%.
`COc1ccc(C(=O)C2CCCN(C(=O)c3ccc(OC)o3)C2)c(C)c1` (stereo unspecified) gave SW480 rereplic 3%, HepG2 viability -23%, HT1080NT lethal -10%, MCF10A rereplic 4%, HT1080 IDH1KD tx 0%, IL-1B inflam inh -6, S2 tox inactive, KB-3-1 tox 1% and ATXN2 expr inh 1%.
For CC1CCN(C(=O)c2cccc(S(=O)(=O)N3CCN(c4ccccc4)CC3)c2)CC1 the results were SW480 rereplic -13%, HepG2 viability 6%, HT1080NT lethal 7%, MCF10A rereplic 5%, HT1080 IDH1KD tx 15%, IL-1B inflam inh -1, S2 tox inactive, KB-3-1 tox -7% and ATXN2 expr inh 0%.
CCCC#CCN1CCN(C23CC4CC(CC(C4)C2)C3)CC1 was read as SW480 rereplic inconclusive, HepG2 viability 0%, HT1080NT lethal 15%, MCF10A rereplic 21%, HT1080 IDH1KD tx 0%, IL-1B inflam inh 17, S2 tox inactive and KB-3-1 tox 1%.
O=C(CN1CCCCC1)NNc1nc(-c2ccccc2)c2cc(Br)ccc2n1 was read as SW480 rereplic 0%, HepG2 viability -2%, HT1080NT lethal -5%, MCF10A rereplic -1%, HT1080 IDH1KD tx 2%, IL-1B inflam inh -6, S2 tox inactive, KB-3-1 tox -2% and ATXN2 expr inh -7%.
CC(C)OC(=O)c1cc2ccccc2oc1=O was read as SW480 rereplic 0%, HepG2 viability 1%, HT1080NT lethal 5%, MCF10A rereplic 17%, HT1080 IDH1KD tx 15%, IL-1B inflam inh -18, S2 tox inactive, KB-3-1 tox 1% and ATXN2 expr inh 11%.
COc1cccc(C(=O)Nc2nnc(-c3ccccc3)s2)c1OC was read as SW480 rereplic -12%, HepG2 viability -10%, HT1080NT lethal 12%, MCF10A rereplic 8%, HT1080 IDH1KD tx 1%, IL-1B inflam inh -22, S2 tox inactive, KB-3-1 tox 0% and ATXN2 expr inh 65%[activator].
For O=C(CSc1ccccc1)N1CCCC(N2CCN(c3ccccc3)CC2)C1 (stereo unspecified) the results were SW480 rereplic -4%, HepG2 viability -18%, HT1080NT lethal -1%, MCF10A rereplic 19%, HT1080 IDH1KD tx 7%, IL-1B inflam inh 36, S2 tox inactive, KB-3-1 tox 2% and ATXN2 expr inh -12%.
Screening O=S(=O)(c1cccc2cccnc12)N1CCN(c2ccc(F)cc2)CC1 returned SW480 rereplic -16%, HepG2 viability 3%, HT1080NT lethal 2%, MCF10A rereplic -7%, HT1080 IDH1KD tx 1%, IL-1B inflam inh -1, S2 tox inconclusive and KB-3-1 tox 1%.
Screening CCOc1ccc(N2C(=O)CC(N(Cc3ccco3)C(=O)CC)C2=O)cc1 (stereo unspecified) returned SW480 rereplic -7%, HepG2 viability 14%, HT1080NT lethal -2%, MCF10A rereplic -5%, HT1080 IDH1KD tx 1%, IL-1B inflam inh -6, S2 tox inactive, KB-3-1 tox 6% and ATXN2 expr inh 4%.
Screening CCc1ccccc1N1CC23C=CC(O2)C(C(=O)OCC(C)C)C3C1=O (stereo unspecified) returned SW480 rereplic -3%, HepG2 viability -11%, HT1080NT lethal 14%, MCF10A rereplic -2%, HT1080 IDH1KD tx 12%, IL-1B inflam inh 2, S2 tox inactive, KB-3-1 tox -10% and ATXN2 expr inh -1%.
CCOC(=O)c1sc(NC(=S)NC(=O)c2ccc(OC)cc2)nc1C was read as SW480 rereplic -3%, HepG2 viability -21%, HT1080NT lethal 5%, MCF10A rereplic -1%, HT1080 IDH1KD tx 15%, IL-1B inflam inh 12, S2 tox inactive, KB-3-1 tox -1% and ATXN2 expr inh -16%.

Fetched by compound from above, 2 records:
O=C(CN1CCCCC1)NNc1nc(-c2ccccc2)c2cc(Br)ccc2n1 was read as SW480 rereplic 0%, HepG2 viability -2%, HT1080NT lethal -5%, MCF10A rereplic -1%, HT1080 IDH1KD tx 2%, IL-1B inflam inh -6, S2 tox inactive, KB-3-1 tox -2% and ATXN2 expr inh -7%.
CC(C)OC(=O)c1cc2ccccc2oc1=O was read as SW480 rereplic 0%, HepG2 viability 1%, HT1080NT lethal 5%, MCF10A rereplic 17%, HT1080 IDH1KD tx 15%, IL-1B inflam inh -18, S2 tox inactive, KB-3-1 tox 1% and ATXN2 expr inh 11%.

Random draw from the library; any-hit rate near 8.9%.
